Screens: PubChem, Southern Research Specialized Biocontainment Screening Center
M. tuberculosis HTS: M. tuberculosis growth inhibition, HTS (AID 449762); M. tuberculosis H37Rv growth inhibition, 7H9 media; higher % means a stronger effect; one-dose inhibition, % at 25 µM; IC50 in µM for titrated hits; 330,000 compounds, 0.59% hits; in the data active = a potency from the dose series; inconclusive = inhibition above about 70% without an active follow-up result;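 also: bacterial growth assessed after seven days of incubation; strong numbers were not always called active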
M. tuberculosis: growth inhibition of non-replicating M. tuberculosis (AID 488890). Mycobacterium tuberculosis non-replicating, growth inhibition; higher % means a stronger effect. inhibition, % at 25 µM, or IC50 in µM where a hit was titrated. 320,000 compounds, 0.39% hits; in the data active = a potency from the dose series; inconclusive = inhibition mostly from about 82% at the one dose, without a potency; inactive = the rest, 99 in 100 with inhibition below about 76%;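 also: plate controls were DMSO cells for no effect and high antibiotic wells for full effect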
H1N1 NS1A inhibition: H1N1 influenza NS1A inhibitors, functional cell based assay (AID 504329) | NS1A functional cell-based assay, percent inhibition; higher % means a stronger effect | inhibition, % at 12.5 µM, or IC50 in µM where a hit was titrated | 340,000 compounds, 0.3% hits; in the data active = a potency from the dose series; inconclusive = inhibition above about 27% without an active follow-up result; also: strong numbers were not always called active
PhoP GFP inhibition: PhoP regulon inhibitors, Salmonella typhi PhoP promoter GFP reporter, confirmatory (AID 1850); Salmonella Typhi PhoP-promoter GFP reporter, fluorescence, 4 h; higher % means a stronger effect; inhibition, % at 50 µM, or IC50 in µM where a hit was titrated; 310,000 compounds, 0.33% hits; in the data active = a potency from the dose series; inconclusive = inhibition mostly from about 25% at the one dose, without a potency; inactive = the rest, 99 in 100 with inhibition below about 19%;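 also: 0% = induced wells with vehicle and 100% = uninduced wells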
VEEV TC-83 Vero: inhibitors of VEEV TC-83 cytopathic effect, confirmation, Vero cells (AID 588727). Vero cells, VEEV TC-83 cytopathic effect inhibition; higher % means a stronger effect. inhibition, % at 20 µM, or IC50 in µM where a hit was titrated. 350,000 compounds, 0.13% hits; in the data active = a potency from the dose series; inconclusive = inhibition mostly from about 14% at the one dose, without a potency; inactive = the rest, 99 in 100 with inhibition below about 12%; also: strong numbers were not always called active
VEEV TC-83 Vero 10K pilot screen: second read-out of VEEV TC-83 Vero, no call of its own (marks repeat the call); inhibition, %; measured here: 10K pilot screen inhibition
The depositor's hits bear a star; i = inactive; ? = inconclusive; / = no result given.

Sample of the layout:
SMILES	M. tuberculosis HTS	M. tuberculosis	H1N1 NS1A inhibition	PhoP GFP inhibition	VEEV TC-83 Vero	others
O=C(NCCn1ccc2ccccc21)c1ccc(S(=O)(=O)N2CCOCC2)cc1	0%	10%	-1%	-2%	1.1%
O=C(c1cc(-c2ccccc2)nc2ccccc12)N1CCN(c2ccccn2)CC1	-3%	6%	11%	1%	6.5%
COc1cccc(NC(=O)c2ccc3nc(C)sc3c2)c1	-4%	51%	3%	1%	2.0%
CCC(=O)N1CCc2cc(Br)cc(S(=O)(=O)NCCN3CCCC3)c21	-4%	-8%	-5%	1%	i
CCOC(=O)Nc1ccc(C(=O)Oc2ccccc2)c(O)c1	?	?	2%	-7%	1.4%
COc1ccccc1NC(=O)NC(=O)N(C(C)C)S(C)(=O)=O	-7%	-3%	2%	-5%	1.7%
C1=Nc2c(Nc3ccccc3)ncnc2Oc2ccccc21	1%	19%	-16%	-10%	i
COc1ccccc1NC(=O)COC(=O)C1C2CC3OC(=O)C1C3C2 (stereo not drawn)	5%	10%	-1%	-10%	1.5%
O=C(CCc1nc2sc3c(c2c(=O)[nH]1)CCCC3)NCC(=O)Nc1ccccc1Br	8%	26%	-18%	/	i
Cc1ccccc1NC(=O)Cc1nc(CN(C)CC(=O)Nc2cccc(F)c2)cs1	7%	59%	6%	/	7.3%
CCc1ccccc1OCCCCN1CCCCC1	-3%	19%	-2%	-1%	i
CCOC(=O)C1CN(S(=O)(=O)c2ccc(OC)cc2)c2cc(S(=O)(=O)CC)ccc2O1 (stereo not drawn)	-1%	6%	4%	-4%	6.5%
Cc1ccc(OCCNC(=O)c2cccc(Oc3ccc(C(F)(F)F)cc3[N+](=O)[O-])c2)cc1	-5%	-4%	-8%	-3%	2.5%
COc1ccccc1C(=O)NNC(=O)c1nn(Cc2ccccc2)c(=O)c2ccccc12	10%	52%	-2%	5%	9.8%
COc1ccc(C(=O)Nc2ccnn2C2CCN(Cc3cn(C)nc3C)CC2)cc1	1%	14%	-4%	-10%	i
O=C(COC(=O)CCSc1ccc(Cl)cc1)NCc1ccc(Cl)cc1	-2%	?	-3%	-5%	0.7%
CCOc1ccccc1NC(=O)COc1ccc(S(=O)(=O)N2CCCC2)cc1	11%	11%	0%	3%	i
COc1ccc(NC(=O)CN(C)C(=O)CN2C(=O)C3CCCCC3C2=O)cc1 (stereo not drawn)	-8%	-7%	-11%	1%	1.6%
CC(=O)c1sc(NC(=O)CCCc2nc3ccccc3c(=O)[nH]2)nc1-c1ccccc1	2%	48%	-10%	/	7.0%

Results, repeating the preview:
SMILES	M. tuberculosis HTS	M. tuberculosis	H1N1 NS1A inhibition	PhoP GFP inhibition	VEEV TC-83 Vero	others
O=C(NCCn1ccc2ccccc21)c1ccc(S(=O)(=O)N2CCOCC2)cc1	0%	10%	-1%	-2%	1.1%
O=C(c1cc(-c2ccccc2)nc2ccccc12)N1CCN(c2ccccn2)CC1	-3%	6%	11%	1%	6.5%
COc1cccc(NC(=O)c2ccc3nc(C)sc3c2)c1	-4%	51%	3%	1%	2.0%
CCC(=O)N1CCc2cc(Br)cc(S(=O)(=O)NCCN3CCCC3)c21	-4%	-8%	-5%	1%	i
CCOC(=O)Nc1ccc(C(=O)Oc2ccccc2)c(O)c1	?	?	2%	-7%	1.4%
COc1ccccc1NC(=O)NC(=O)N(C(C)C)S(C)(=O)=O	-7%	-3%	2%	-5%	1.7%
C1=Nc2c(Nc3ccccc3)ncnc2Oc2ccccc21	1%	19%	-16%	-10%	i
COc1ccccc1NC(=O)COC(=O)C1C2CC3OC(=O)C1C3C2 (stereo not drawn)	5%	10%	-1%	-10%	1.5%
O=C(CCc1nc2sc3c(c2c(=O)[nH]1)CCCC3)NCC(=O)Nc1ccccc1Br	8%	26%	-18%	/	i
Cc1ccccc1NC(=O)Cc1nc(CN(C)CC(=O)Nc2cccc(F)c2)cs1	7%	59%	6%	/	7.3%
CCc1ccccc1OCCCCN1CCCCC1	-3%	19%	-2%	-1%	i
CCOC(=O)C1CN(S(=O)(=O)c2ccc(OC)cc2)c2cc(S(=O)(=O)CC)ccc2O1 (stereo not drawn)	-1%	6%	4%	-4%	6.5%
Cc1ccc(OCCNC(=O)c2cccc(Oc3ccc(C(F)(F)F)cc3[N+](=O)[O-])c2)cc1	-5%	-4%	-8%	-3%	2.5%
COc1ccccc1C(=O)NNC(=O)c1nn(Cc2ccccc2)c(=O)c2ccccc12	10%	52%	-2%	5%	9.8%
COc1ccc(C(=O)Nc2ccnn2C2CCN(Cc3cn(C)nc3C)CC2)cc1	1%	14%	-4%	-10%	i
O=C(COC(=O)CCSc1ccc(Cl)cc1)NCc1ccc(Cl)cc1	-2%	?	-3%	-5%	0.7%
CCOc1ccccc1NC(=O)COc1ccc(S(=O)(=O)N2CCCC2)cc1	11%	11%	0%	3%	i
COc1ccc(NC(=O)CN(C)C(=O)CN2C(=O)C3CCCCC3C2=O)cc1 (stereo not drawn)	-8%	-7%	-11%	1%	1.6%
CC(=O)c1sc(NC(=O)CCCc2nc3ccccc3c(=O)[nH]2)nc1-c1ccccc1	2%	48%	-10%	/	7.0%
CC1CCN(C(=O)C2CCC(=O)N(Cc3ccc(Cl)cc3)C2)CC1 (stereo not drawn)	5%	1%	-4%	3%	0.8%
Cc1cccc(C(=O)NCC(=O)NCC(c2cccs2)N2CCOCC2)c1 (stereo not drawn)	-5%	-4%	3%	-5%	1.9%
O=C(O)C1CC1C(=O)Nc1cc(F)ccc1F (stereo not drawn)	2%	7%	10%	5%	0.9%
Oc1ccc2c(c1)c1c3n2CCNC3CCC1 (stereo not drawn)	2%	2%	1%	-5%	0.7%
CN(Cc1c(C(=O)N/N=C/c2c(F)cccc2Cl)nnn1-c1nonc1N)c1ccccc1	6%	8%	0%	12%	4.2%
C=C(C)CC1N(c2cccc(OC)c2)C(=O)C2C(C(=O)O)C3C=CC21O3 (stereo not drawn)	-5%	-4%	13%	-1%	1.5%

Looked up by structure from the list above (two):
SMILES	M. tuberculosis HTS	M. tuberculosis	H1N1 NS1A inhibition	PhoP GFP inhibition	VEEV TC-83 Vero	others
Oc1ccc2c(c1)c1c3n2CCNC3CCC1 (stereo not drawn)	2%	2%	1%	-5%	0.7%
C=C(C)CC1N(c2cccc(OC)c2)C(=O)C2C(C(=O)O)C3C=CC21O3 (stereo not drawn)	-5%	-4%	13%	-1%	1.5%

(cont.)
SMILES	M. tuberculosis HTS	M. tuberculosis	H1N1 NS1A inhibition	PhoP GFP inhibition	VEEV TC-83 Vero	others
CN(C)S(=O)(=O)c1cccc(N2C(=O)CC3(CCCCC3)CC2=O)c1	-9%	4%	-8%	-7%	i
CCn1c(SCC(=O)Nc2nc(-c3ccccc3)cs2)nnc1-c1ccccc1	62%	43%	7%	6%	i
CCCCC[C@@H](O)c1cc2ccccc2c(=O)o1	0%	79%	-6%	/	0.1%
Cn1nc(C(=O)NC2CCCCC2)c2c1-c1ccccc1SC2	-4%	-9%	7%	-4%	0.2%
Cc1ccc(C(=O)NCC(=O)N2CCN(c3cccc(Cl)c3)CC2)s1	6%	5%	-6%	/	i
CC(/C=C1\SC(=S)N(CCCC(=O)Nc2ccc(C(=O)O)cc2)C1=O)=C\c1ccccc1	-1%	26%	10%	-13%	i
CCOC(=O)Cn1nc(C)c(NC(=O)c2ccc(Br)o2)c1C	-1%	2%	12%	11%	i
CCOc1ccccc1-n1c(SC(C)C(=O)NCC2CCCO2)nc2ccccc2c1=O (stereo not drawn)	-9%	27%	-6%	/	11%
CC1(C)CC(=O)c2cnc(NC(=O)Cc3ccc(Cl)cc3)nc2C1	5%	3%	3%	-7%	6.9%
O=C(NCc1ccc(OC(F)(F)F)cc1)C1CC2Cn3c(nc4ccccc43)C2N1c1ccccc1 (stereo not drawn)	40%	24%	-2%	3%	i
CCOc1ccc(CCN2C(=S)N([C@@H](Cc3ccc(O)cc3)CN3CCCC3CN3C(=S)NC[C@@H]3Cc3ccc(O)cc3)C[C@@H]2CC(C)C)cc1 (stereo partly drawn)	/	/	-1%	/	0.5%
OCCC1CN(Cc2cccn2-c2cccnc2)CCN1C1CCCC1 (stereo not drawn)	0%	-4%	-7%	-9%	6.9%
COc1ccccc1C(C(=O)NCc1ccccc1)N(C(=O)c1csnn1)C1CC1 (stereo not drawn)	-7%	3%	-7%	11%	0.3%
O=C(NCC(=O)N(CC1CCCO1)C(C(=O)NC1CCCCC1)c1ccccc1)c1cccs1 (stereo not drawn)	-11%	25%	3%	-6%	i
COc1ccc(S(=O)(=O)Nc2ccc3c(c2)CC(=O)N([C@@H](C)CO)C[C@@H](C)[C@@H](CN(C)Cc2ccccc2)O3)cc1	7%	16%	-4%	/	1.6%
CC1(CO)COC2(OC1)C(=O)Nc1ccccc12 (stereo not drawn)	/	/	-7%	/	3.5%
Cc1cccc(C)c1NC(=O)COC(=O)c1cc(=O)[nH]c2ccccc12	-10%	-21%	-7%	/	0.8%
COc1ccccc1C1c2ccc3ccccc3c2Oc2ncn(CCCO)c(=N)c21 (stereo not drawn)	5%	61%	4%	-3%	1.8%
CC1CCN(C(=O)/C(=C\c2ccco2)NC(=O)c2ccccc2)CC1	0%	-13%	-10%	8%	1.6%
Cc1c(Cl)cccc1NC(=S)NCCC(c1ccccc1)c1ccccc1	5%	37%	-6%	-6%	6.2%
O=[N+]([O-])c1cccc(S(=O)(=O)NCc2ccccn2)c1	8%	-12%	3%	-7%	0.5%
Cc1ccc(S(=O)(=O)c2c(C)cc(C)nc2N2CCOCC2)cc1	-5%	-19%	3%	-3%	2.6%
O=C(NC1CCCCCC1)C1CCN(S(=O)(=O)c2c(Cl)cccc2Cl)CC1	-5%	27%	-17%	/	1.7%
Cc1noc(NS(=O)(=O)c2ccc(NC(=O)c3cc(F)c(F)c(F)c3F)cc2)c1C	/	/	-1%	/	8.8%
CC(C)(C)N1CC(c2nc3ccccc3n2Cc2ccc(F)cc2)CC1=O (stereo not drawn)	1%	8%	5%	2%	1.2%	VEEV TC-83 Vero 10K pilot screen=0.0

New compounds follow.
SMILES	M. tuberculosis HTS	M. tuberculosis	H1N1 NS1A inhibition	PhoP GFP inhibition	VEEV TC-83 Vero	others
Cc1cccc2nc(CSc3nnc(N)s3)cn12	-1%	-13%	0%	15%	i
COc1ccc(OCc2nnc(SCC(=O)Nc3ccc(C)cc3)o2)cc1	?	?	1%	-10%	i
COc1ccc(NC(=O)c2oc3ccccc3c2C)cn1	1%	29%	1%	-3%	4.6%
CCCn1cc(S(=O)(=O)c2ccc(F)cc2)c(=O)c2cc(OCC)ccc21	4%	7%	4%	2%	0.7%
O=C(O)/C=C/C(=O)NCCNc1ncc(C(F)(F)F)cc1Cl	2%	74%	-4%	1%	0.3%
COc1cccc(C(=O)NCCS(=O)(=O)NCc2ccccn2)c1	-1%	-6%	-4%	3%	1.8%
CN1CCc2nc3ccc(Cl)cc3c(-c3ccccc3Cl)c2C1	14%	41%	-6%	-10%	4.6%
COc1ccc(CC(=O)Nc2ncc([N+](=O)[O-])s2)cc1OC	-4%	59%	3%	23%	1.1%
O=S(=O)(c1ccc(N2CCOCC2)c(Cl)c1)N1CCOCC1	-6%	0%	4%	8%	1.2%
CC(C)=NOc1nc(NC(=O)NS(=O)(=O)c2ccccc2Cl)nc(N(C)C)n1	-9%	-7%	8%	6%	4.2%
COC(=O)C1=CN(CC2CCCO2)C=C(C(=O)OC)C1c1ccccc1C(F)(F)F (stereo not drawn)	-12%	17%	-5%	-9%	i
CCOC(=O)N1CCN(C(=O)C2CCC(CNS(=O)(=O)c3ccc(Cl)cc3)CC2)CC1 (stereo not drawn)	-8%	-6%	17%	-2%	i	VEEV TC-83 Vero 10K pilot screen=1.2
O=C(/C=C\Nc1ccc2c(c1)OCO2)c1ccc(Cl)s1	1%	?	-6%	4%	1.6%
CN(Cc1ccccc1)c1ccc(S(=O)(=O)N2CCOCC2)cn1	-1%	3%	-7%	-17%	1.0%
O=C(NCCCN1CCCC1)c1ccc2c(c1)N(Cc1cccc(Cl)c1)C(=O)c1ccccc1S2=O (stereo not drawn)	12%	43%	-2%	7%	i
Cc1nn(C)c(Oc2cccc(Cl)c2)c1C#N	8%	17%	7%	-9%	1.4%
Cc1nc2sc(C(c3ccco3)N3CCN(c4ccc(F)cc4)CC3)c(O)n2n1 (stereo not drawn)	-15%	-8%	4%	-5%	1.6%	VEEV TC-83 Vero 10K pilot screen=0.1
COc1ccc(C(=S)N2CCN(c3ccccc3Cl)CC2)cc1OC	-1%	8%	7%	-4%	1.1%
